High-throughput results from PubChem BioAssay.
Abeta yeast res: compounds reversing amyloid beta toxicity in yeast. Potency, µM (series often up to 46.1 µM), for inactives: top-dose growth rescue, hits mostly activators. AID 1347071. 0.063% of 410,000 active. yeast expressing A-beta42, growth rescue, OD600, 48 h; response scale: 0% DMSO, 100% iron-clioquinol control; also: nearly all actives have a fitted effect of over 55% in size
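Yeast growth medium received pinned compounds, then yeast cells expressing toxic A-beta were added; plates incubated at 30 C for 48 hr. Growth read as absorbance at 600 nm, normalized to DMSO and equimolar FeCl3 plus clioquinol controls.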
FUS yeast rescue: suppressors of FUS proteinopathy in yeast | 0.24% of 390,000 active | AID 1347120 | Potency, µM (top dose mostly 76.6 µM), inactives show at the top dose growth rescue (activation), actives largely listed as activators | S. cerevisiae FUS-expressing, growth rescue, OD600, 24 h;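 also: plate controls were DMSO vehicle for no effect and reference control for full effect; nearly all actives have a fitted effect of over 55% in size; some results filed as inactive show a strong effect at the top dose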
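Read-out: OD at 600 nm after 24hr at 30C, reporting rescue of FUS-induced yeast toxicity. Cells at OD 0.005 in galactose (2%) minimal medium; compounds tested in a dilution series; CP55940 titration from 92uM final as control.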
Active calls of the source: *; ? = inconclusive. Calls follow the shape of the dose curve; as a rule, active = well fitted activation curve with a large enough effect; inconclusive = small, poorly fitted or top-dose-only effect; inactive = no such curve, though single readings can be large or run the other way. Potency is read from the fitted curve at half-maximal effect.

SMILES	Abeta yeast res	FUS yeast rescue
COc1cc(OC)c(NC(c2nnc(-c3ccccc3)o2)c2ccc(F)cc2Cl)cc1Cl (stereo not drawn)	0%	11%
Cc1cc(C)cc(OCCOCCn2c(-c3ccc(Cl)cc3)nc3ccccc3c2=O)c1	-8%	-10%
COc1cccc(CNS(=O)(=O)c2ccc3c(c2)CCN3C(=O)C2CCC2)c1	-11%	4%
O=C(CSc1nccn1Cc1ccccc1)Nc1ccc2c(c1)OCCO2	-17%	-3%
COc1cccc(NC(=O)CCNS(=O)(=O)c2ccc3c(c2)CCCC(=O)N3)c1	-4%	-8%
CCOc1ccc(NC(=O)C2(c3cccs3)CCOCC2)cc1	-2%	3%
Cc1nn(C)c2c1c(-c1ccccc1)cc(=O)n2CC(=O)NC(C)C	-8%	-2%
CCN(Cc1ccccc1)Cc1c(O)ccc2c(=O)c(-c3ccccc3Cl)c(C(F)(F)F)oc12	-28%	35%
COc1ccc(NC(=O)c2c(NCc3cccs3)sc3c2CCCC3)c(OC)c1	12%	?
Cc1cc(S(=O)(=O)Nc2cc3c(cc2C)n(C)c(=O)c(=O)n3C)ccc1F	-12%	4%
Cc1ccccc1CNC(=O)C1CCN(c2nn3cc(-c4ccc(F)cc4)nc3s2)CC1	3%	-7%
Cc1ccc2[nH]c3c(=O)n(CC(=O)N4CCN(c5ccccc5F)CC4)ncc3c2c1	-2%	-21%
CC(=O)Nc1nonc1-c1nnc(SCC(=O)Nc2cc(C)ccc2C)n1-c1ccccc1	-4%	29%
Cc1cc(C)c(OCC(=O)N(Cc2cccc(F)c2)Cc2ccco2)c(C)c1	-7%	25%
Cc1cccc(N2CCN(CCCNC(=O)c3sc4ncccc4c3-n3cccc3)CC2C)c1 (stereo not drawn)	-12%	-10%
Cc1ccc(-n2nc3c(N4CCC(C(=O)N5CCC(C)CC5)CC4)nnc(C)c3c2C)cc1	-14%	19%
Cc1ccc(CSc2nc3ccncc3n2Cc2nc(-c3ccc(Cl)cc3)oc2C)cc1	-24%	13%
CN(C1CCCCC1)S(=O)(=O)c1ccc2c(c1)c(=O)c(C(=O)N1CCN(c3ccccc3)CC1)cn2C	3%	-2%
CCC(=O)N1c2ccccc2CC1C(=O)NCCc1ccc(SC)cc1 (stereo not drawn)	-2%	-17%
COc1cc(NC(=O)c2cc3c(=O)n(Cc4ccco4)ccc3nc2C)cc(OC)c1OC	-8%	10%
O=C(NCc1ccccc1Cl)c1ccc2c(c1)N(Cc1ccccc1)C(=O)c1ccccc1S2	-21%	38%
CC(C)c1ccc(NC(=O)c2cccn2-c2nnc(N3CCCCC3)s2)cc1	2%	?
CCOc1ccc(C2c3c(-c4cc(C)ccc4O)n[nH]c3C(=O)N2Cc2cccnc2)cc1OCC (stereo not drawn)	2%	3%
COCCNC(=O)CSc1nc2ccccc2nc1Cc1ccc(C)cc1	-2%	23%
Cc1cccc(CS(=O)(=O)c2ncc(Cl)c(C(=O)Nc3nc4ccc(F)cc4s3)n2)c1	-10%	?
Cc1cccc(C(=O)Nc2nc3nc(-c4ccccc4)cc(=O)n3[nH]2)c1	8%	-8%
Cc1cccc(Nc2cc(C)nc(-n3nc(C)cc3C)n2)c1	?	19%
COc1ccc(OC)c(NC(=O)Cn2c(=O)n(Cc3ccccc3)c(=O)c3ccccc32)c1	-5%	35%
Cc1ccc2sc(N3CCN(C(=O)CCS(=O)(=O)c4ccc(F)cc4)CC3)nc2c1C	-8%	7%
CCc1cccc(C)c1NC(=O)C1CCN(S(=O)(=O)c2cccc3nonc23)CC1	3%	4%

Quoted from the listing (4 entries):
SMILES	Abeta yeast res	FUS yeast rescue
Cc1cccc(Nc2cc(C)nc(-n3nc(C)cc3C)n2)c1	?	19%
COc1ccc(OC)c(NC(=O)Cn2c(=O)n(Cc3ccccc3)c(=O)c3ccccc32)c1	-5%	35%
Cc1ccc2sc(N3CCN(C(=O)CCS(=O)(=O)c4ccc(F)cc4)CC3)nc2c1C	-8%	7%
CCc1cccc(C)c1NC(=O)C1CCN(S(=O)(=O)c2cccc3nonc23)CC1	3%	4%

New compounds follow:
SMILES	Abeta yeast res	FUS yeast rescue
CCOc1ccc(NS(=O)(=O)c2ccc3[nH]cc(C(=O)NCc4ccccc4)c(=O)c3c2)cc1	3%	-14%
O=c1cc(CSc2ccccc2)[nH]c2ccc(F)cc12	-10%	-12%
CC(C)Oc1ccc(CNC(=O)C2COc3ccccc3C2)cc1 (stereo not drawn)	20%	-11%
CC(=O)N1CCCc2cc(S(=O)(=O)N3CCCC(C(=O)Nc4cccc(Cl)c4C)C3)ccc21 (stereo not drawn)	4%	16%
COc1cccc(-c2cn3c(n2)sc2cc(C(=O)NCc4ccccc4F)ccc23)c1	12%	24%
COc1cccc(-n2c(=O)c3c4c(sc3n(Cc3ccccc3C#N)c2=O)CCCC4)c1	-5%	-28%
Cc1cc(Nc2ccc(Cl)cc2C)nc(-n2nc(C)cc2C)n1	4%	-11%
COc1cccc(C2=CC(c3ccccc3F)n3ncc(C(=O)Nc4ccc(C)cc4)c3N2)c1 (stereo not drawn)	-10%	?
COc1cc(NC(=O)c2ccc3c(Cl)c4c(nc3c2)CCC4)cc(OC)c1OC	0%	-13%
COc1cccc(-n2ccn(CC(=O)Nc3ccccc3F)c(=O)c2=O)c1	14%	11%
CCN(CC)CCSc1nnc2c3cc(F)ccc3n(C)c2n1	-15%	-1%
Cc1nc2c(c(C)nn2C(C)(C)C)c(C)c1CCC(=O)Nc1ccc(Br)cc1Br	-5%	-20%
Cc1ccc(S(=O)(=O)N2CCC(C(=O)Nc3cc(C)ccc3C)CC2)cc1	-10%	-9%
COc1ccc(C2Nc3ccccc3-c3cc(C)nn32)c(OC)c1 (stereo not drawn)	10%	-12%
Cc1nn(-c2ccccc2)c(OC(=O)c2ccccc2)c1S(=O)(=O)c1ccccc1	20%	-18%
Cc1ccc(S(=O)(=O)c2nnn3c2nc(Nc2ccc(C(C)C)cc2)c2sccc23)cc1C	-2%	11%
CCOc1ccc2c(c1)c(=O)c(C(=O)c1ccccc1)cn2Cc1ccccc1F	2%	-17%
O=C(CCC1N=C2c3ccccc3N=C(SCc3ccc(F)cc3)N2C1=O)NCc1cccs1 (stereo not drawn)	-2%	-7%
O=C(NCc1cccc(Cl)c1)c1ccc(NC(=O)N2CCSc3ccccc32)cc1	9%	-2%
CC1=C(c2ccc(C)cc2)S(=O)(=O)N(Cc2ccc(C(=O)NCc3cccc(C)c3)cc2)C1=O	-18%	14%
COc1cccc(NC(=O)c2cnc(SCC(=O)N3CCCc4ccccc43)n(C)c2=O)c1	-4%	1%
CC(C)(C)c1ccc(C(=O)N2CCN(Cc3cc(=O)n4nc(-c5ccccc5F)sc4n3)CC2)cc1	1%	12%
O=c1oc2c3c(ccc2c2ccccc12)OCN(Cc1cccc(Cl)c1)C3	-9%	-8%
CC(NC(=O)c1ccc2c(c1)N(Cc1ccc(Cl)cc1)C(=O)c1ccccc1S2(=O)=O)c1ccccc1 (stereo not drawn)	9%	?
CC(C)Cc1ccc(S(=O)(=O)NCc2nc3cccnc3n2Cc2ccccc2)cc1	-10%	3%
CC(=O)c1cccc(NS(=O)(=O)c2cccc(S(=O)(=O)c3ccc(Br)cc3)c2)c1	6%	-13%
CCCCN1C(=O)C(O)(c2c[nH]c3ccccc23)c2cc(Br)ccc21 (stereo not drawn)	18%	29%
CCOC(=O)C(C)NC(=O)c1cc2c(=O)[nH]c3ccc(C)cc3c2s1 (stereo not drawn)	-2%	39%
CCCCN(CC)CCNC(=O)c1cc2c(=O)oc3ccc(C)cc3c2s1	-5%	-9%
Cc1ccc(OCC(=O)Nc2ccc3nn(-c4ccc(C)cc4)nc3c2)cc1	-8%	-16%
CCN(CCCNC(=O)c1cc2c(=O)n(C)c3ccccc3c2s1)Cc1ccccc1	-6%	6%
Cc1ccc(-c2nn(CC(=O)Nc3cccc(C(F)(F)F)c3)c(=O)c3ccccc23)cc1	4%	19%
COCCNc1nc2c(S(=O)(=O)c3ccccc3)nnn2c2ccc(Cl)cc12	-13%	3%
CCCCOc1ccccc1C(=O)N(Cc1sccc1C)C1CCS(=O)(=O)C1 (stereo not drawn)	-2%	18%
Cc1ccc(-c2nc3sccn3c2Nc2ccc(C)c(C)c2)cc1	-1%	1%
COc1ccc(NC(=O)c2ccc3c(c2)CCN3S(=O)(=O)c2ccc(C)cc2)cc1Cl	-13%	?
Cc1ccccc1OCc1ccc(-c2nc(C#N)c(N3CCCCC3)o2)o1	-3%	44%
Cc1ccc(NC(=O)CCS(=O)(=O)c2cccc3nsnc23)c(C)c1	-7%	10%
CCOC(=O)c1c(C)oc2ccc(N(C(=O)c3ccncc3)S(=O)(=O)c3ccc(CC)cc3)cc12	-1%	?
Cc1c(CCC(=O)NCCc2ccc(Cl)cc2)c(=O)oc2c(C)c(O)ccc12	-4%	-22%
COc1ccc(-c2c(C)c3ccc(O)c(CN4CCCC4)c3oc2=O)cc1	-11%	23%
Cc1cccc(-c2nc(CN3CCCC(C(=O)NCCc4ccc(Cl)cc4)C3)c(C)o2)c1 (stereo not drawn)	-18%	26%
Cc1ccc(S(=O)(=O)C(CNC(=O)c2ccccc2F)c2cccs2)cc1 (stereo not drawn)	22%	4%
Cc1ccc(-c2nnc(SCc3cccc(C#N)c3)o2)cc1	-10%	-3%
Cc1ccc(C(=O)N2CCN(CCc3ccncc3)CC2)cc1	-2%	-9%
Cc1ccc(-n2ncc(C(=O)N3CCN(c4ccccn4)CC3)c2C2CCN(C(=O)OC(C)(C)C)CC2)cc1C	-7%	9%
CCC(=O)N1CCc2cc(CNC(=O)c3ccc(F)cc3)ccc21	-1%	3%
COc1cc(C2c3c(oc4ccc(C)cc4c3=O)C(=O)N2Cc2ccc(F)cc2)ccc1O (stereo not drawn)	12%	-7%
O=C(NCC(c1ccco1)S(=O)(=O)c1cccs1)c1ccc(C(F)(F)F)cc1 (stereo not drawn)	1%	19%
Cc1ccc2nc(CN3CCN(S(=O)(=O)c4ccc(C)c(C)c4)CC3)oc2c1	-1%	-14%
Cc1ccc(-n2nc(C(=O)N3CCN(c4ccccc4F)CC3)c3c4ccccc4n(C)c3c2=O)cc1	-11%	-7%
O=S(=O)(c1ccc(OC(F)(F)F)cc1)N1CCC(c2nnnn2-c2ccc(F)cc2)CC1	-14%	4%
O=C1SC(Nc2ccc(Cl)cc2)C(=O)N1Cc1ccccc1 (stereo not drawn)	?	-9%
COc1ccc(-c2c(C#N)c(SCC(=O)Nc3cccc(Cl)c3)nc(C)c2C(=O)Nc2ccccc2)cc1OC	-7%	46%
Cc1cncn1CCc1nc2c3ccccc3nc(SCC(=O)Nc3ccccc3F)n2n1	-11%	-13%
CC1CCN(S(=O)(=O)c2csc(C(N)=O)c2)CC1	-1%	-14%
CN(C(=O)CSc1nc2ccc(NC(=O)COc3ccc(F)cc3)cc2s1)c1ccccc1	13%	?
O=C(Nc1ccc(Br)cc1)Nc1nc2c(s1)CCCCCC2	-10%	-20%
Cc1cccc(OC(=O)CSc2nnc(-c3cccs3)o2)c1C	-1%	7%
CCOc1ccc(OCC)c(Nc2nc3ccc(C(=O)c4ccccc4)cc3n3cnnc23)c1	-7%	10%

In the list so far, 7 have an NH in an aromatic ring:
SMILES	Abeta yeast res	FUS yeast rescue
Cc1ccc2[nH]c3c(=O)n(CC(=O)N4CCN(c5ccccc5F)CC4)ncc3c2c1	-2%	-21%
CCOc1ccc(C2c3c(-c4cc(C)ccc4O)n[nH]c3C(=O)N2Cc2cccnc2)cc1OCC (stereo not drawn)	2%	3%
Cc1cccc(C(=O)Nc2nc3nc(-c4ccccc4)cc(=O)n3[nH]2)c1	8%	-8%
CCOc1ccc(NS(=O)(=O)c2ccc3[nH]cc(C(=O)NCc4ccccc4)c(=O)c3c2)cc1	3%	-14%
O=c1cc(CSc2ccccc2)[nH]c2ccc(F)cc12	-10%	-12%
CCCCN1C(=O)C(O)(c2c[nH]c3ccccc23)c2cc(Br)ccc21 (stereo not drawn)	18%	29%
CCOC(=O)C(C)NC(=O)c1cc2c(=O)[nH]c3ccc(C)cc3c2s1 (stereo not drawn)	-2%	39%

Next entries.
SMILES	Abeta yeast res	FUS yeast rescue
O=C(Nc1nc2n(n1)C(c1ccc(F)cc1)C=C(c1ccc(Cl)cc1)N2)c1ccco1 (stereo not drawn)	2%	8%
Cn1c(=O)c2c(SCC(=O)N3CCc4ccccc43)nc(-c3ccc(Cl)cc3)nc2n(C)c1=O	-5%	-14%
COc1ccc(NC(=O)C2Cc3ccccc3N2C(=O)c2ccccc2)c(OC)c1 (stereo not drawn)	-10%	-17%
COC(=O)c1c(NC(=O)Cc2coc3cc(C)ccc23)sc2c1CCCC2	-9%	1%
CCCc1cc(=O)[nH]c2nnc(SC(C)CC)n12 (stereo not drawn)	-10%	-11%
Cc1ccc(S(=O)(=O)c2nc(S(=O)(=O)c3ccc(C)cc3)c(NCCCOC(C)C)s2)cc1	-5%	25%
O=S(=O)(c1ccccc1)c1nc(-c2ccccc2Cl)oc1N1CCCCCC1	-4%	29%
Cc1c(C)c2cc3c(c(C)c2oc1=O)OCN(CCc1ccc(F)cc1)C3	-4%	-12%
Cc1cccc(CNC(=O)c2ccc3nc(Cc4ccccc4)oc3c2)c1	19%	4%
CC(=O)Nc1c(C(=O)Nc2cccc(C)c2)nnn1-c1ccc(C)cc1	-8%	9%
O=C(Nc1cc(Cl)ccc1Cl)c1cc2nc(-c3ccc4c(c3)OCO4)cc(C(F)(F)F)n2n1	9%	-2%

The list is partial. The share of hits here may be higher or lower than overall.
